Screening data (PubChem BioAssay)
FadD28 FP inh – blocks FadD28 binding to the bisubstrate probe | fluorescence polarization | AID 588549 | inhibition, % at 12.5 µM | 360,000 tested, 0.22% active; in the data active = inhibition above about 8.5%, passing the limit was not always enough; inconclusive = no clear call, values can overlap the other calls
BoNT-A LC inh2 – blocks Botulinum neurotoxin A light chain protease | multiplex microsphere protease substrate cleavage, flow cytometry | inhibition, % at 10 µM | 360,000 tested, 0.17% active | AID 588499; in the data active = inhibition above about 30%; inconclusive = no clear call, values can overlap the other calls; note: plate controls were buffer without enzyme for full effect and enzyme alone for no effect
FBA Mtb inh – Mtb fructose-bisphosphate aldolase inhibition. inhibition, % at 1 µM. P9WQA3. 360,000 tested, 2.3% active. purified M. tuberculosis FBA, fluorescence read-out; in the data active = inhibition above about 27%;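 note: 0% = vehicle and 100% = reference inhibitor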
Target sequence (P9WQA3 whole entry, looked up): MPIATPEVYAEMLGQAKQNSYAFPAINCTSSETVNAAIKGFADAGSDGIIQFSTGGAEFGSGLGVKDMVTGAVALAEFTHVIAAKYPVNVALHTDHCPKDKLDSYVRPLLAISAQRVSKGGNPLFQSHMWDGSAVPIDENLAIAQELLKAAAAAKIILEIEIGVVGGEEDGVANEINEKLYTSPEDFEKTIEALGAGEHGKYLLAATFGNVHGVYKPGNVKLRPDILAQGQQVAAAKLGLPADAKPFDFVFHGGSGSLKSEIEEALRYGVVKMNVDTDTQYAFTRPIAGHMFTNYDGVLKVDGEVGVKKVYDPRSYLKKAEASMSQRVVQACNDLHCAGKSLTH
GDH-TPI counter – counter-screen for M. tuberculosis FBA inhibitors: GDH-TPI coupled enzymes; GDH-TPI coupled enzyme counterscreen, NADH absorbance; inhibition, % at 4.8 µM; 360,000 tested, 1.2% active; AID 588335;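 note: 0% = DMSO wells and 100% = wells lacking the enzyme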
PrPC TRFRET – reduces human prion protein on the cell surface. P04156. cell surface PrPC, TR-FRET read-out. inhibition, % at 13.8 µM. 370,000 tested, 0.43% active; in the data active = inhibition above about 24%; note: 0% = median of the test wells and 100% = reference compound wells
UGM FP inh – inhibitors of M. tuberculosis UDP-galactopyranose mutase; P9WIQ1; purified UGM, fluorescence polarization probe displacement; inhibition, % at 10 µM; 320,000 tested, 0.06% active; in the data active = inhibition above about 10%, passing the limit was not always enough; inconclusive = no clear call, values can overlap the other calls
Target sequence (P9WIQ1 whole entry, looked up): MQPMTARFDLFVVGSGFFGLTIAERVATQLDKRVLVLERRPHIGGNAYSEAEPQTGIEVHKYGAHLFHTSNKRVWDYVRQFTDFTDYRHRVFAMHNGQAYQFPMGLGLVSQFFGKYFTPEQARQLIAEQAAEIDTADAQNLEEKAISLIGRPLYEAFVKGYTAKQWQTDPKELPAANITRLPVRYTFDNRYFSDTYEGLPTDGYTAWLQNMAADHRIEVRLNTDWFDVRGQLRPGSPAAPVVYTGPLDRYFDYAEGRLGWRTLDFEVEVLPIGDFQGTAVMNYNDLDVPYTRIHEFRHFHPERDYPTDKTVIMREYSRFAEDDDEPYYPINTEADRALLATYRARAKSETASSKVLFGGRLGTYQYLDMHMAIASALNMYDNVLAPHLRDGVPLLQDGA
Mtb BioA inh – blocks M. tuberculosis BioA enzyme activity; purified M. tuberculosis BioA enzyme, plate reader; inhibition, % at 9.99 µM; 360,000 tested, 0.096% active; AID 602481; in the data active = inhibition above about 40%; inconclusive = no clear call, values can overlap the other calls
BoNT-F LC inh – blocks Botulinum neurotoxin F light chain protease; Multiplex microsphere protease cleavage assay, flow cytometry; inhibition, % at 10 µM; 360,000 tested, 0.22% active; AID 588497; in the data active = inhibition above about 35%, passing the limit was not always enough; inconclusive = no clear call, values can overlap the other calls; note: plate controls were buffer without enzyme for full effect and enzyme alone for no effect
CCHFV vOTU inh – CCHFV vOTU protease inhibition; Pep-AMC fluorescence; inhibition, % at 11.5 µM; 370,000 tested, 0.55% active; AID 651958; note: 0% = vehicle wells with enzyme and 100% = no enzyme wells
Starred values were filed as active, the others as inactive; u = inconclusive; x = not tested or not shown. Cut-off read from the data, not from the text of the source, unless noted: active = inhibition above about 30%; inactive = the rest. No enrichment for hits (roughly 4.8% active in at least one column).

SMILES	FadD28 FP inh	BoNT-A LC inh2	FBA Mtb inh	GDH-TPI counter	PrPC TRFRET	UGM FP inh	Mtb BioA inh	BoNT-F LC inh	CCHFV vOTU inh
CC(C)CNP(=S)(c1ccccc1)C(C)(C)C (stereo not drawn)	-2.5	0.0	2	11	-7	2.3	-0.1	-2	10
Clc1ccc(-c2nnc3n2CCCCS3)cc1	0.0	0.5	2	6	9	0.5	1.3	8	-7
O=C(CN1CCOc2ccccc21)N1CCCC1	-0.7	0.0	0	6	-4	-3.6	-1.4	-8	-7
C=CCNC(=O)CC1Nc2c3ccccc3nc(=S)n2C1=O (stereo not drawn)	-2.8	-0.3	1	0	-4	0.3	-2.0	3	7
COC(=O)C(Cc1ccccc1)NC(=O)c1cccc(S(=O)(=O)N(C)C)c1 (stereo not drawn)	-2.0	7.1	0	1	-4	-1.2	-1.2	37*	-16
CC(C)n1nc(C(=O)Nc2ccc(-n3cnnn3)cc2)c2ccccc2c1=O	-3.4	-0.1	2	10	-5	-0.8	-1.6	-4	-6
CCN(CC)C(=O)Cn1cc(C(=O)C(=O)NCc2ccco2)c2ccccc21	0.9	0.9	-1	9	-5	0.2	x	3	-3
Cc1cc(C)cc(NS(=O)(=O)Cc2ccccc2)c1	-2.1	-2.1	3	13	-7	-2.3	0.0	-21	-9
Cc1ccccc1NC(=O)NCCCN1CCN(c2ccccc2)CC1	-2.4	0.1	2	7	-14	-1.2	x	15	-17
COc1ccc(NC(=O)Cn2c(=O)n(CC(=O)NCc3ccco3)c(=O)c3ccccc32)cc1OC	-5.3	-0.9	-2	4	1	-1.9	0.1	-5	-2
COc1ccc(OCC(=O)Nc2nonc2NC(=O)COc2ccc(OC)cc2)cc1	-2.4	-1.8	0	-2	-2	0.7	-0.8	-16	-3
CCCC(C)c1nnc(NC(=O)CS(=O)(=O)Cc2ccccc2)s1 (stereo not drawn)	0.5	-0.8	0	4	-1	1.2	-0.3	-11	9
Cc1ccc(C(=O)Nc2nnc(-c3ccc(C(C)(C)C)cc3)s2)cc1	-3.4	-0.2	0	1	0	-0.5	-1.3	-14	3
CCN(c1cccc(C)c1)S(=O)(=O)c1cc2c3c(c1)CCC(=O)N3CCC2	0.1	u	4	1	12	1.8	0.2	u	14
O=C(Nc1ccccc1Cl)c1cc(S(=O)(=O)N2CCC3(CC2)OCCO3)ccc1F	-1.3	-0.1	1	10	10	x	-4.4	-3	4
CCOC(=O)C1(Cc2ccccc2C)CCCN(C(=O)c2ccnn2C)C1 (stereo not drawn)	-1.8	0.1	1	-2	-4	0.7	-1.7	0	-1
COc1ccc(-c2cc(C(=O)N3CCN(c4ccccc4F)CC3)c3ccccc3n2)c(OC)c1	-3.3	1.7	3	4	2	4.2	-0.7	6	4
COC(=O)c1sc(=S)sc1C(=O)OC	-2.8	-0.7	-5	6	0	3.5	-1.1	-5	-11
Cc1occc1-c1nnc(SCC(=O)NCC2CCCO2)n1C (stereo not drawn)	-3.1	-0.5	8	4	0	-0.4	-0.5	5	2
S=c1[nH]ncn1/N=C/c1cccc(Oc2ccccc2)c1	-2.0	1.6	-3	9	-5	3.8	0.0	8	13
Cc1ccc(CN2CCN(/N=C/c3ccc(C(F)(F)F)cc3)CC2)c(C)c1	-1.7	-1.4	1	1	-2	1.3	-1.9	-16	1
O=C(Oc1c(-c2ccccc2)c(=O)n2c3c(cccc13)CC2)c1ccc(Cl)cc1	-1.7	u	5	1	-5	1.9	x	u	0
COc1cccc(/C=C2\SC(=S)N(C(C(=O)O)c3ccccc3)C2=O)c1OC (stereo not drawn)	-1.5	-0.8	-4	5	3	-0.6	1.2	-3	21
Cn1c(=O)c2ccccc2n(CC(=O)NC2CCCCC2)c1=O	-1.9	3.5	7	5	6	2.0	0.4	3	-1
Cc1c(C(c2ccccc2Cl)c2c(O)c3ccccc3oc2=O)c(=O)n(-c2ccccc2)n1C (stereo not drawn)	-0.2	-0.5	5	0	4	1.4	x	-19	11

Overlap with the part before: 2 entries; new compounds follow.
SMILES	FadD28 FP inh	BoNT-A LC inh2	FBA Mtb inh	GDH-TPI counter	PrPC TRFRET	UGM FP inh	Mtb BioA inh	BoNT-F LC inh	CCHFV vOTU inh
Cn1c(=O)c2ccccc2n(CC(=O)NC2CCCCC2)c1=O	-1.9	3.5	7	5	6	2.0	0.4	3	-1
Cc1c(C(c2ccccc2Cl)c2c(O)c3ccccc3oc2=O)c(=O)n(-c2ccccc2)n1C (stereo not drawn)	-0.2	-0.5	5	0	4	1.4	x	-19	11
C=CCn1c2ccccc2c2n[nH]c(=S)nc21	0.5	-3.2	-1	24	-13	1.1	1.1	u	-4
NNS(=O)(=O)c1ccc(Cc2ncc(C(F)(F)F)cc2Cl)s1	-1.8	-0.3	1	-1	4	0.4	0.2	5	0
CCn1c(SCC(=O)Nc2cccc(C)n2)nnc1-c1ccco1	-0.7	-0.2	6	-5	2	1.6	0.0	-1	-2
Cc1cc(C)c2c(C)c(C(=O)NCc3ccncc3)oc2c1	-3.0	-0.8	10	-4	4	1.4	1.7	-11	3
CCOC(=O)C1=C(c2ccccc2)N=C2SCC(=O)N2C1c1cccc(OC)c1 (stereo not drawn)	-2.6	-0.7	2	3	1	1.9	x	-1	7
COc1ccc(-c2csc(N(CCCN(C)C)C(=O)c3ccc(Br)cc3)n2)cc1	-1.8	-0.3	0	-3	-13	-1.3	0.2	-14	-4
Cc1ccc(C(=O)N2CCN(S(=O)(=O)c3cc(Br)ccc3Br)CC2)o1	0.4	-0.1	5	3	0	-1.3	0.7	2	6
CCCCOC(=O)CCc1n[nH]c(=O)[nH]c1=O	-4.1	0.2	1	11	-6	4.1	-0.2	-5	13
O=C(COC(=O)c1nc(Cl)ccc1Cl)Nc1ccc(Cl)cn1	-2.1	0.9	2	1	-3	1.8	-0.5	-1	-1
Cc1ccc(CC(CC(=O)NCCc2ccc3c(c2)OCO3)C(=O)O)cc1 (stereo not drawn)	-2.3	0.9	-1	3	-5	3.0	-1.6	2	-8
O=S(=O)(Nc1ccc(S(=O)(=O)N2CCCC2)cc1)c1ccc(F)cc1	x	-2.8	1	-3	2	3.0	0.4	-7	-4
CC(C)OCCCN(CC(O)c1ccccc1)CC(O)c1ccccc1 (stereo not drawn)	-1.8	0.2	4	4	-7	3.0	x	0	6
COc1cc(C)ccc1OCC(=O)Nc1ccccc1N1CCOCC1	-1.8	0.1	-1	-3	-2	0.1	-3.3	5	-2
CCCCOc1ccc(C(=O)Nc2ccncc2)cc1	-0.5	-0.4	0	6	21	-0.5	x	-4	-1
O=C(c1ccc(Cl)s1)N1CCCC(N2CCN(c3ccc(F)cc3)CC2)C1 (stereo not drawn)	-0.4	-1.7	1	1	-6	-1.7	26	-5	3
COc1ccccc1C(=O)Nc1ccc(Br)c2cccnc12	-3.2	-1.1	-2	-16	0	-2.6	-1.2	5	-18
O=S1(=O)CCN(OCc2ccc(F)cc2Cl)CC1	-1.7	-0.5	-1	0	7	0.8	x	-3	-10
CN1C(=O)N(C)C(=O)C2(Cc3cc([N+](=O)[O-])ccc3N(C)C2c2ccccc2)C1=O (stereo not drawn)	2.1	0.3	-5	7	-5	0.7	x	-1	1
COc1ccc(CC(=O)NCC2CCCN(Cc3ccccc3Cl)C2)cc1 (stereo not drawn)	-1.9	-1.8	0	-8	8	-1.2	0.7	u	2
Cn1c(CNC(=O)CNC(=O)Cc2ccc(Cl)cc2)cc(=O)n(C)c1=O	-0.7	-0.6	1	3	3	-0.6	-1.1	3	7
CCN1CCN(CC(=O)c2cc(Cl)ccc2Cl)CC1	1.1	0.8	3	0	6	-3.2	x	-3	-2
Cn1cc(CN2CCC(C(=O)Nc3cccc(-c4cccc(F)c4)c3)CC2)cn1	-9.4	-1.2	7	2	-9	0.3	2.2	-4	-7
CCOC(=O)C1(CC2CC2)CCN(Cc2cn[nH]c2-c2cccc(F)c2)CC1	-3.2	0.3	-2	8	-2	0.7	x	1	-13
Cc1cccc(OCCCC(=O)Nc2ccc(S(=O)(=O)Nc3onc(C)c3C)cc2)c1	0.7	-0.4	1	-2	5	1.0	x	-3	3
O=C(NNC(=O)c1cc(-c2ccc(Cl)cc2Cl)nc2ccccc12)Nc1ccccc1	-0.8	0.0	0	1	-4	0.3	11	-12	8

Fetched by compound from the entries so far, two records:
SMILES	FadD28 FP inh	BoNT-A LC inh2	FBA Mtb inh	GDH-TPI counter	PrPC TRFRET	UGM FP inh	Mtb BioA inh	BoNT-F LC inh	CCHFV vOTU inh
Cc1cccc(OCCCC(=O)Nc2ccc(S(=O)(=O)Nc3onc(C)c3C)cc2)c1	0.7	-0.4	1	-2	5	1.0	x	-3	3
Cn1cc(CN2CCC(C(=O)Nc3cccc(-c4cccc(F)c4)c3)CC2)cn1	-9.4	-1.2	7	2	-9	0.3	2.2	-4	-7

(more compounds)
SMILES	FadD28 FP inh	BoNT-A LC inh2	FBA Mtb inh	GDH-TPI counter	PrPC TRFRET	UGM FP inh	Mtb BioA inh	BoNT-F LC inh	CCHFV vOTU inh
COc1ccc2cc(C(N)=O)/c(=N\NC(=O)c3ccccc3)oc2c1	-0.1	0.6	112*	9	-5	1.6	-0.4	9	-54
C=CCNc1nc(Nc2ccc(OC)c(OC)c2)c2sc(-c3ccccc3)cc2n1	-1.0	1.0	3	4	23	x	5.3	-50	11
Cc1cc(C)n2nc(C(=O)Nc3ccc(S(=O)(=O)N4CCCCC4)cc3)nc2n1	-4.0	0.4	0	3	6	2.8	-0.2	16	-1
CCS(=O)(=O)NCc1cn2c(C)csc2n1	0.1	0.4	1	-16	4	2.1	x	1	4
CCN(CC)Cc1cc(Nc2c3ccccc3nc3c4ccccc4n(C)c23)cc(CN(CC)CC)c1O	-1.3	0.4	5	17	-5	x	x	-47	23
CC1(C)c2ccccc2N(CC(N)=O)C12C=Cc1ccccc1O2 (stereo not drawn)	-3.3	-0.3	4	2	5	-0.8	-0.7	u	-23
CCN(CC(=O)Nc1ccc2c(c1)OCCO2)Cc1cc(=O)oc2c(C)c(C)ccc12	-1.4	u	-1	8	-4	2.9	7.7	9	12
CCc1nn(CC(=O)N2CCCCCC2)c(=O)c2cc3ccccc3n12	0.0	1.7	10	3	-7	1.6	-0.1	7	11
COC(=O)CSc1nnc(-c2ccc(S(=O)(=O)N3CCC(C)CC3)cc2)o1	-2.7	x	2	3	3	2.1	-0.6	x	1
CC(=O)N1CCN(C(=O)COC(=O)/C=C/c2ccc(C(F)(F)F)cc2)CC1	2.1	-0.7	2	4	1	1.9	-1.7	5	-6
O=C(/C=C/Sc1ncn[nH]1)c1ccc(Cl)cc1	-3.3	0.4	0	21	-5	2.5	-1.6	9	-10
CCOC(=O)C1=C(COC(=O)CNC(=O)c2ccccc2F)NC(=O)NC1C (stereo not drawn)	-0.8	2.1	-1	-6	7	-2.0	x	u	12
CC(C)COP(=O)(c1ccc(N(C)C)cc1)C(O)c1ccc(Br)cc1 (stereo not drawn)	-11	-2.5	1	-1	5	0.0	x	-31	12
COc1ccc(/C=C/c2nnc(NC(=O)CSc3ccc(C)cc3)s2)cc1	-4.8	0.0	2	-6	6	x	-1.3	-6	-10
COc1ccc2c(c1)nc(SCC(=O)C(C)(C)C)n2C	-2.8	0.5	1	4	3	2.5	2.4	10	-20
COc1cc(C(=O)NCCC(=O)NCc2c(F)cc(F)cc2F)cc(OC)c1OC	-0.5	6.0	1	1	0	1.5	-1.3	-4	5
Cc1ccc(S(=O)(=O)N2CCC(C(=O)NCCCN3CCCC3=O)CC2)cc1C	-2.1	2.1	5	2	4	1.3	-0.3	6	-13
O=C(COC(=O)C1CCN(S(=O)(=O)c2ccccc2C(F)(F)F)CC1)NCc1ccc(F)cc1	-3.7	0.4	0	12	-2	2.0	0.0	0	8
COc1ccc(CCN(C)C2CCCN(C(=O)Cn3cnnn3)C2)cc1OC (stereo not drawn)	-2.8	2.0	2	-4	-4	0.2	2.9	2	8
CC1CCN(c2ccc([N+](=O)[O-])c(SCCO)c2)CC1	0.3	-0.6	-12	0	-21	-1.7	1.2	-14	11
O=C(Nc1ccc(F)cc1)C1CCCO1 (stereo not drawn)	-1.5	-0.5	2	6	5	-0.5	x	-4	7
Cc1ccc(S(=O)(=O)NC(=O)COc2ccccc2C(N)=O)cc1	-0.3	-0.6	0	3	5	4.2	-0.7	2	-18
CCOC(=O)CSc1ncccn1	1.5	0.2	0	5	5	-4.4	x	1	3
